DT40 TDP1 no CPT – qHTS for Inhibitors of human tyrosyl-DNA phosphodiesterase 1 (TDP1): qHTS in cells in absence of CPT. Potency, µM (titrated, usually from 46.2 µM), for the others: at the top dose activity change, negative = growth inhibition, usual class: inhibitors. DT40 Tdp1-/- hTDP1 cells, no CPT, ATP luminescence, 48 h. hit rate 15% among 420,000; further: nearly all actives have a fitted effect of over 55% in size
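A cellular qHTS used chicken DT40 cells lacking endogenous Tdp1 but carrying stably transfected human TDP1. Compounds were applied without camptothecin, and cell growth kinetics were judged by ATP-dependent luminescence after ≥48 hr.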
GCN5L2 inh – blocks human GCN5L2 histone acetyltransferase | hit rate 0.21% among 390,000 | Potency, µM (doses to about 58.9 µM), for inactives: at the top dose activity change, negative = inhibition, actives largely listed as inhibitors | GCN5L2 HAT assay, ThioGlo1 CoA-SH fluorescence | Q92830
Target sequence (Q92830 whole entry, looked up): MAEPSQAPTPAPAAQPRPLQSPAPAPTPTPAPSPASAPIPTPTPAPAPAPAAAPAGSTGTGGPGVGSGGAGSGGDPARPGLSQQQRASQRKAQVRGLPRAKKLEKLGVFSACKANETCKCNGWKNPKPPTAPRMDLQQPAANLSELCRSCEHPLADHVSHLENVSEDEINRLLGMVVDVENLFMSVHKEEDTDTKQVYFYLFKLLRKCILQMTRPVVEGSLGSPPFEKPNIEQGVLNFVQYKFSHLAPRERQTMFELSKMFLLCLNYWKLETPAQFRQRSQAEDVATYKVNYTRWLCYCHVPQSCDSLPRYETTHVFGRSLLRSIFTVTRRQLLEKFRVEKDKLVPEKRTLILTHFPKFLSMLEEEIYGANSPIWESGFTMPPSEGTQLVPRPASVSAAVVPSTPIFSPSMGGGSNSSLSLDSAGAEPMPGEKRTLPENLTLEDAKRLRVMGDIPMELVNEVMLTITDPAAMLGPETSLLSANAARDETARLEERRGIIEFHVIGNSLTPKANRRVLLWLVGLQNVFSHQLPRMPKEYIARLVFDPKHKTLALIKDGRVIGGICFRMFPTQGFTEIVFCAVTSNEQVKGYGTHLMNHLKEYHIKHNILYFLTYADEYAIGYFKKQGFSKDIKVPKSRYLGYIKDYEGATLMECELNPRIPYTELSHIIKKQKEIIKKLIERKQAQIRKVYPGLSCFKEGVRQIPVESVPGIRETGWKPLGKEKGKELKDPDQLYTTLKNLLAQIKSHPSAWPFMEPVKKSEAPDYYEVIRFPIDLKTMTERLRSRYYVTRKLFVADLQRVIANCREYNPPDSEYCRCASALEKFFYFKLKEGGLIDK
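Fluorescence readout, Ex340nm/Em540nm: ThioGlo1 (50uM final) reacts with free CoA thiol released as 20nM GCN5L2 acetylates H3(1-25) peptide (75uM) using acetyl-CoA (70uM). Compound and enzyme sat 15 min beforehand; 20 min room-temperature reaction.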
DT40 TDP1 CPT – growth inhibition of DT40 Tdp1-/-;hTDP1 cells with camptothecin (screen for TDP1 inhibitors); hit rate 12% among 420,000; AID 686979; Potency, µM (top dose mostly 46.2 µM), without a hit: top-dose activity change, negative = growth inhibition, usual class: inhibitors; chicken DT40 Tdp1-/-;hTDP1 cells + 20 nM CPT, ATP luminescence, 48 h; further: nearly all actives have a fitted effect of over 55% in size
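Chicken DT40 Tdp1-/- cells complemented with human TDP1, 400 cells/well, exposed to compounds plus 20 nM camptothecin for at least 48 h at 37 C; viability read as ATP content by CellTiter-Glo luminescence.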
An asterisk follows results filed as active; ? = inconclusive; / = no result given; & = joins results of further samples; [ ] = dose if it differs, or a comment. The call rests on the fitted dose curve; in most records, active means well fitted curve in the direction sought with a large enough effect; inconclusive means small, poorly fitted or top-dose-only effect, or another doubt; inactive means no such curve, though single readings can be large; an effect the other way counts as inactive or inconclusive. On the % scale 0 is the no-effect control and ±100 the full control effect; potency means the concentration at half of the fitted maximal effect. Only part of the results is shown. The share of hits here may be higher or lower than overall.

SMILES	DT40 TDP1 no CPT	GCN5L2 inh	DT40 TDP1 CPT
COCCCN(Cc1cc(OC)c(OC)c(OC)c1)C(=S)Nc1cccc(Cl)c1	9.2µM*	/	?
COc1ccc(Br)cc1CNC(=O)Cc1c(C(=O)O)[nH]c2ccc(Cl)cc12	-19.2%	-7.4%	4.9%
O=C1NC[C@@H](CCCCN2C[C@H](Cc3ccccc3)N(CCC3CCCCC3)C(=O)C2=O)N(CCc2ccccc2)C1=O	?	/	?
COC(=O)c1ccc(N=C2S/C(=C\c3cc(C)n(-c4cccnc4)c3C)C(=O)N2C)cc1	18.4µM*	-0.3%	?
CCN1C(=O)c2cccc3c(S(=O)(=O)Nc4nc(C)cs4)ccc1c23	?	1.7%	?
Cc1cc(NC(=O)CCC(=O)N(CC(=O)NC2CCCC2)c2ccc(C(C)C)cc2)no1	?	-0.4%	?
CN(C)c1ccc(-c2nnc(SCC(=O)NCc3ccco3)n2C)cc1	-17.6%	/	-7.6%
Cc1ccnc(NC(=O)c2cccc(NC(=O)Cc3ccccc3)c2)c1	-12.4%	-4.1%	0.4%
Oc1cc2ccccc2nc1-c1ccccc1Cl	?	-10.4%	-4.2%
CCC1Sc2ccc(S(=O)(=O)CCC(=O)NCc3cccs3)cc2NC1=O (stereo unspecified)	14.6µM*	-2.7%	?
COc1cccc(CNC(=O)CCS(=O)(=O)c2ccc3c(c2)NC(=O)CO3)c1	4.6%	-1.6%	5.6%
CN(C)S(=O)(=O)c1cccc(NC(=O)c2c[nH]c3ccccc23)c1	?	-4.1%	?
CCc1ccc(C(=O)c2cnc3ccc(OC)cc3c2N2CCN(CC)CC2)cc1	?	-0.9%	?
CC(=O)c1ccc(NC(=O)CN2C(=O)CN(C)C(=O)c3ccccc32)cc1	-16.0%	2.4%	-0.2%
Cc1cccc2sc(N(CCCN(C)C)C(=O)CCS(=O)(=O)c3ccccc3)nc12	1.64µM*	0.2%	1.84µM*
CCc1[nH]c(=S)c(C#N)c2c1CCCC2	-8.0%	-9.2%	-2.2%
COc1ccc(CCC(=O)N2CCN(S(=O)(=O)c3ccc(OC)c([N+](=O)[O-])c3)CC2)cc1	?	/	?
O=C(Nc1ccc(N2CCN(C(=O)c3ccco3)CC2)cc1)c1ccccc1F	?	-11.0%	?
C=CCn1c(SCCN2CCCCC2)nc2c1c(=O)[nH]c(=O)n2C	-2.2%	-3.6%	7.3%
COc1ccc(CCN2CC(C(=O)NCc3ccccc3)CCC2=O)cc1 (stereo unspecified)	10.9%	2.9%	-19.2%
Cc1cccc(NS(=O)(=O)c2cc3c4c(c2)CCN4C(=O)CC3)c1C	-22.5%	2.6%	-2.3%
CC(C)C[C@H]1CNC(=O)C(=O)N1C[C@H]1CCCN1C[C@H](Cc1ccc(O)cc1)N1C[C@H](CC(C)C)N(CC2CCCCCC2)C(=O)C1=O	?	/	?
CC1CCCN(CCCNS(=O)(=O)c2cc(Br)cc3c2N(C(=O)C2CC2)CC3)C1 (stereo unspecified)	-1.2%	4.1%	26.5%
Cc1c(C(=O)Nc2cc(S(=O)(=O)N3CCOCC3)ccc2N2CCN(C)CC2)oc2ccccc12	18.4µM*	-1.9%	?
CCOC(=O)c1cc2c(ccn2C)n1Cc1ccccc1Cl	?	0.5%	-28.0%
(cont.)
SMILES	DT40 TDP1 no CPT	GCN5L2 inh	DT40 TDP1 CPT
COCCNC(=O)c1cc2cc(Br)cc(OC)c2oc1=O	-8.3%	3.7%	-6.8%
Cc1nc(-c2cccc(S(=O)(=O)N3CC(C)OC(C)C3)c2)cs1 (stereo unspecified)	-20.9%	-9.1%	?
CC(Oc1ccc(Cl)cc1Cl)C(=O)Nc1cccc(O)c1 (stereo unspecified)	0.1%	-0.7%	-15.5%
CCC1CN(C(=O)Nc2cc(OC)cc(OC)c2)c2ccccc2S1 (stereo unspecified)	?	-11.8%	?
COc1ccc(NC2CCCN(C(=O)c3ccccc3N3CCOCC3)C2)cc1OC (stereo unspecified)	-17.2%	?	-21.7%
O=C1[C@H]2[C@@H](c3ccc(F)cc3)N3C(=O)N(c4cccc(Br)c4)C(=O)[C@@]3(Cc3ccc(Cl)cc3)[C@H]2C(=O)N1C1CCCCC1	?	-8.5%	?
COc1ccccc1-n1cc(CN2CCC3(CCC(CNC(=O)c4ccccc4)O3)CC2)cn1 (stereo unspecified)	-26.6%	/	17.1%[9.04 µM]
CCCCn1c(N)c(N(CC(C)C)C(=O)c2cccc(-n3cnnn3)c2)c(=O)[nH]c1=O	3.9%	-10.4%	2.0%
CCN(CC)CCN1C(=O)C(=O)/C(=C(/O)c2ccc(OC)c(OC)c2)C1c1ccccn1 (stereo unspecified)	-8.1%	-3.2%	0.3%
O=S(=O)(c1ccccc1)N1CCN(c2ncccn2)CC1	-7.5%	1.6%	-23.1%
O=C(Nc1ccc(Cl)c(Cl)c1)N(Cc1c[nH]c2ccccc12)C1CCCCC1	9.2µM*	-2.8%	5.8µM*
CCc1ccccc1N/N=C(/C)c1c(O)cc(C)oc1=O	-25.2%	-25.7%	0.6%
COc1ccc(Cn2cnc3sccc3c2=O)cc1	-10.2%	0.9%	-17.3%
O=C(NCCC(=O)N1CCN(c2cccc(Cl)c2)CC1)c1ccc(Br)cc1	?	-9.9%	?
Cc1cccc(Cn2c(CN3CCC(C(=O)NCc4ccccc4Cl)CC3)cc3ccccc32)c1	?	-5.4%	?
CCc1ccc(OCC(=O)NCCc2ccc3c(c2)OCCO3)cc1	-1.1%	0.0%	-10.2%
CC(=O)Oc1ccc(C#C/C=C2\c3ccccc3C(=O)N2c2ccccc2)cc1	20.6µM*	-6.2%	23.1µM*
CC(C)c1ccc2oc3nc(N)c(C(=O)O)cc3c(=O)c2c1	4.2%	-22.4%&-6.8%	-8.3%
COCCN(C(=O)COC(=O)c1ccccc1Nc1ccccc1)c1c(N)n(Cc2ccccc2)c(=O)[nH]c1=O	?	-18.8%	20.6µM*
COc1ccc(CCNC(=O)c2c(O)c3cccc4c3n(c2=O)CC4)cc1OC	-26.4%	-1.0%	-0.1%
N#CCc1ccc(-c2cccc3nccn23)cc1	-10.9%	/	-13.5%
CCOc1ccc2nc(SCc3ccc(CC(=O)O)cc3)c(C#N)cc2c1	2.6%	-2.5%	-10.6%
CC(=O)OCC1OC(OC2C[C@]3(C)C(CC(O)C4C([C@](C)(CCC=C(C)C)OC5OC(CO)C(O)C(O)C5O)CC[C@]43C)[C@@]3(C)CCC(O)C(C)(C)C23)C(O[C@@H]2OC(C)C(O)C(O)C2O)C(O)C1O (stereo partly specified)	36.2%	0.2%	2.7%
COc1cc(OC)nc(NC(=O)CS(=O)(=O)c2ccccc2)n1	1.4%	-5.3%	-10.6%
CCc1[nH]nc2c1C1(CCN(C(=O)c3ccccc3)CC1)C(C#N)=C(N)O2	-15.7%	-17.9%	-4.1%
Additional entries:
SMILES	DT40 TDP1 no CPT	GCN5L2 inh	DT40 TDP1 CPT
CN(C)CCN1CCN(C(c2cc3ccccc3o2)c2nnnn2C(C)(C)C)CC1 (stereo unspecified)	-25.2%	/	-19.6%
CCOC(=O)N1CCC(N(CCN(C)C)C(=S)Nc2cccc(Cl)c2C)CC1	-24.7%	-0.3%	-3.6%
CCC1CN(C(=O)N2CCC(C(=O)NCc3ccccc3OC)CC2)c2ccccc2O1 (stereo unspecified)	?	0.9%	?
Cc1ccc(C(=O)NCC(c2cccs2)N(C)C)cc1S(=O)(=O)N1CCOCC1 (stereo unspecified)	19.3%	-0.9%	-21.4%
CCCCCOC(=O)CSc1nc2c(c(=O)[nH]c(=O)n2C)n1CCc1ccccc1	?	2.5%	?
O=C(NCc1ccccc1)C1C(=O)N(Cc2ccccc2)C(=O)C1C1(O)CCCC1 (stereo unspecified)	?	2.6%	?
O=C(NC1CC1)c1cc(=S)[nH]c2ccccc12	-6.8%	-12.0%	-15.9%
Cc1ccc(Nc2c([N+](=O)[O-])ccc3nonc23)c(C)c1	0.3%	19.5%	21.7%
Fc1ccc(-c2csc3nnc(SCc4cccnc4)n23)cc1	1.5%	-3.2%	-10.3%
COc1ccc(OC)c(CC(=O)Nc2ccc3c(c2)c(=O)n(C)n3Cc2cccc(C(F)(F)F)c2)c1	?	/	29.1µM*
Cc1cccc(C)c1Nc1c(-c2ccccc2Cl)nc2cnccn12	20.6µM*	-3.6%	?
Cc1sc2ncnc(N3CCC(C(=O)Nc4ccccc4C(C)(C)C)CC3)c2c1C	13µM*	-17.8%	20.6µM*
CC#CCN1c2ccccc2[C@]23C[C@@H](C(=O)OC)N=C2NC(C(=O)OC)=C(C(=O)OC)[C@H]13	5.2%	2.3%	-7.4%
CCOc1ccc(S(=O)(=O)n2cnc3ccccc32)cc1	?	-0.3%	?
O=C(O)c1cc(N2CCCCC2)nc2ccccc12	-17.3%	/	-0.2%
COC(=O)CNC(=O)CN1C(=O)N(c2cccc(Cl)c2)C(N(O)C(=O)Nc2cccc(Cl)c2)C1(C)C (stereo unspecified)	?	22.7%	?
Cc1nc2ccc(-c3nc4ccccc4[nH]3)cc2[nH]1	?	9.6%	?
CCN(CC)c1ccc(/C=N/NC(=O)CNC(=O)c2ccccn2)cc1	-6.8%	-17.5%	4.7%
CSc1ccccc1C(=O)N1CCC2(CC1)CC(=O)c1ccccc1O2	?	-6.0%	?
COc1ccc(CN2C3CCCC2CC(NC(=O)Nc2ccccc2C)C3)cc1 (stereo unspecified)	-10.1%	-0.1%	10.3%
CN(C)S(=O)(=O)c1ccc(SCC(=O)Nc2cccc(S(=O)(=O)N3CCCC3)c2)nc1	?	/	-19.6%
COc1cc(Br)cc(C=Nc2cccc(C(F)(F)F)c2)c1O	?	-3.5%	?
CCOc1ccccc1NS(=O)(=O)c1ccc(-c2cnc(C3CC3)o2)cc1	0.0231µM*	?	0.0082µM*
CCN1CCCC1CNC(=O)c1cnn(-c2ncc3c(n2)-c2ccc(OC)cc2CC3)c1C1CC1 (stereo unspecified)	-20.7%	/	15.5%[9.04 µM]
O=[N+]([O-])c1cccc(-c2ccc3nnc(SCc4cccnc4)n3n2)c1	-16.2%	/	-24.0%
The list goes on.
SMILES	DT40 TDP1 no CPT	GCN5L2 inh	DT40 TDP1 CPT
Cc1nn(CC(=O)c2ccccc2Cl)c(C)c1[N+](=O)[O-]	9.6%	-2.2%	11.1%
O=C(NCCN1CCOCC1)c1ccccc1OCc1ccccc1	-20.8%	-1.8%	-14.9%
Cc1ccc(SCCSc2nc(N)cc(=O)[nH]2)cc1	?	2.9%	-5.0%
Cc1ccc(C(=O)OCC(=O)NCc2cccs2)cc1	23.6%	16.9%	3.4%
COCCC(=O)N1CCCC(C(=O)c2ccc3c4c(cccc24)CC3)C1 (stereo unspecified)	?	-4.0%	?
Cc1cccc(NC2=NCC(=O)N2Cc2ccccc2)c1	-12.7%	-12.6%	-20.6%
CC1=C(C)C(O)N(Cc2ccccc2)C1=O (stereo unspecified)	2.4%	-6.4%	-3.8%
CCSc1nnc(NC(=O)C2CCN(C(=O)c3ccco3)CC2)s1	-8.9%	/	-8.1%
CC1(Cc2ccc3ccccc3n2)C(=O)Nc2ccc(OC(F)(F)F)cc21 (stereo unspecified)	?	/	?
O=C(c1cc([N+](=O)[O-])ccc1N1CCOCC1)N1CCCC1	2.3%	-1.0%	10.4%
COc1ccccc1NC(=O)c1ccc(NC(=O)C2CC2C)cc1 (stereo unspecified)	-21.9%	-2.0%	-21.7%
COCCn1nnnc1C(c1ccccc1Cl)N1CCN(c2ccccc2OC)CC1 (stereo unspecified)	?	-1.6%	?
CC(C)(C)OC(=O)CN1C(=O)C(Sc2n[nH]c(-c3ccccc3)n2)CCc2ccccc21 (stereo unspecified)	-5.1%	-15.1%	-1.5%
COc1ccc(-c2nc(N=Nc3ccc(O)cc3)n[nH]2)cc1	?	-4.0%	-25.7%
CSc1cccc(CN2CCN(Cc3ccccc3)C(CCO)C2)c1 (stereo unspecified)	11.6%	-2.2%	-2.8%
CCN(CC)S(=O)(=O)c1ccc(N/N=C(\C)c2ccc(OC)cc2O)nc1	29.1µM*	-28.5%	3.26µM*
